Screening results as filed in PubChem.
Abeta rescue – qHTS for compounds that reverse cellular toxicity of Amyloid beta (A-beta) peptide in yeast: Primary Screen; yeast expressing A-beta42, growth rescue, OD600, 48 h; response scale: 0% DMSO, 100% iron-clioquinol control; Potency, µM (series often up to 46.1 µM), without a hit: top-dose growth rescue, most hits filed as activators; hit rate 0.063% among 410,000; also: potency is read from the fitted curve at half-maximal effect; nearly all actives have a fitted effect of over 55% in size
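Yeast A-beta toxicity model in growth medium with pinned compounds, 48 h at 30 C; growth read as absorbance at 600 nm. Normalized to FeCl3/clioquinol equimolar mix (positive) and DMSO (negative).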
PTHR1 ag – qHTS for PTHR1 Agonists: Primary Screen | HEK293 GP2 PTHR1 cells, GloSensor cAMP luminescence, 1 h | Potency, µM (highest dose often 115 µM), for the others: at the top dose activation, most hits filed as activators | Parathyroid hormone/parathyroid hormone-related peptide receptor (Homo sapiens), Q03431 | hit rate 0.075% among 410,000; also: potency is read from the fitted curve at half-maximal effect; nearly all actives have a fitted effect of over 55% in size; some results filed as inactive show a strong effect at the top dose; inactives centre near -15; many of its hits are not listed in these tables
Target sequence (Q03431 whole entry, looked up): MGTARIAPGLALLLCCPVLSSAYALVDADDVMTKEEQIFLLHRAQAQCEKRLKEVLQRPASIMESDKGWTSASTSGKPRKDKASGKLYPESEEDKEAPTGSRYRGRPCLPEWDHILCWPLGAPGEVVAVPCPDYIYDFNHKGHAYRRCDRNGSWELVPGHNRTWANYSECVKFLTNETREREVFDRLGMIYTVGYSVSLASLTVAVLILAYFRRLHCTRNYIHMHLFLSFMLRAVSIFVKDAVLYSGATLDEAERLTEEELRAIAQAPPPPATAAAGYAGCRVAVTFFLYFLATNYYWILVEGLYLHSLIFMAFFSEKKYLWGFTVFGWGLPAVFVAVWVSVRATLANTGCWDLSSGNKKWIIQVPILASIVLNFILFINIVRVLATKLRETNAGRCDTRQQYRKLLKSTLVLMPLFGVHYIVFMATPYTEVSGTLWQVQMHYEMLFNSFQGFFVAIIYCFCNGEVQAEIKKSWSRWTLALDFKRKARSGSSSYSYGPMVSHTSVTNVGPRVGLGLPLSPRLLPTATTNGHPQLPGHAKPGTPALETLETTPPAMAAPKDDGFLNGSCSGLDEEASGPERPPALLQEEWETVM
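HEK-293-derived GP2 cells expressing PTHR1 and a GloSensor cAMP reporter, 3,000/well, plated overnight, given luciferin plus IBMX (each 0.5 mM as added) for 1 h at 37 °C, then compound for 1 h at 37 °C. Luminescence was read after 15 min at room temperature.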
GLP1R inv ag – qHTS of GLP-1 Receptor Inverse Agonists (Inhibition Mode); Glucagon-like peptide 1 receptor (Homo sapiens), P43220; HEK293 GLP-1R CRE-luciferase, luminescence, 24 h; GLP-1R form is constitutively active; Potency, µM (series often up to 38.3 µM), for inactives: at the top dose activity change, negative = inhibition, usual class: inhibitors; hit rate 1.6% among 410,000; AID 624417, 2012; also: potency is read from the fitted curve at half-maximal effect; % is scaled to controls: 0 for no effect and ±100 for the full control effect; nearly all actives have a fitted effect of over 55% in size
Target sequence (P43220 whole entry, looked up): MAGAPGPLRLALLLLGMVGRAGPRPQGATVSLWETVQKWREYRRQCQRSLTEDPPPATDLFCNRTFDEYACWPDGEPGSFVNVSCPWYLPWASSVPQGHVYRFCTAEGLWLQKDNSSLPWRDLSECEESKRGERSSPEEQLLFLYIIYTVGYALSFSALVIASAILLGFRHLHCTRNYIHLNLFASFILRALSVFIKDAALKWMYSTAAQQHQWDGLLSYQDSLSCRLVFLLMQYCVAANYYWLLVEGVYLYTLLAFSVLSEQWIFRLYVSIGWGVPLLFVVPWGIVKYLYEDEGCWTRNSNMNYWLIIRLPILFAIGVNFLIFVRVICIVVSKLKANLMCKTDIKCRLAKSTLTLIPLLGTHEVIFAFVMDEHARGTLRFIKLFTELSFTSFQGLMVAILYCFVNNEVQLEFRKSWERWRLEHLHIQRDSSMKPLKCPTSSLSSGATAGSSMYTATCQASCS
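Using stably transfected HEK293 (constitutively active GLP-1R, cAMP-luciferase reporter), compounds were incubated 24 hr and luciferase measured by luminescence.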
HEK293 tox – qHTS of GLP-1 Receptor Inverse Agonists: Cytotox Screen. HEK293 cAMP-luciferase reporter cells, luminescence, 24 h. Potency, µM (highest dose often 38.3 µM), without a hit: top-dose activity change, negative = inhibition, usual class: inhibitors. hit rate 0.13% among 410,000. AID 624418, 2012;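 also: loss of luciferase light is scored as toxicity; potency is read from the fitted curve at half-maximal effect; % is scaled to controls: 0 for no effect and ±100 for the full control effect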
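Here, cytotoxicity is scored as loss of luminescence. The MLSMR collection was tested on cells seeded in medium containing 10% Nu serum, with a 24 hr compound exposure preceded by 12 hours of culture.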
Akt phos inh – HTS Assay for Inhibitors of Akt Phophorylation: Primary Screen | hit rate 0.32% among 360,000 | activity change, % for hits at 50 µM | Neuro2A IGF-stimulated pAkt S473 HTRF, 20 min; active compounds read low; in the data active = activity change below about -80%; inconclusive = mostly about -51% to -80%; also: % is scaled to controls: 0 for no effect and ±100 for the full control effect
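Single-point screen (50 µM final compound) in Neuro2A cells stimulated 20 min with 6 nM IGF at 37 deg C. After lysis, Ser473-phosphorylated Akt read by HTRF (ex 330 nm, em 615/665 nm) as the 665/615 ratio.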
FUS yeast rescue – qHTS for Suppressors of FUS Proteinopathy: Primary screen using FUS-linked yeast assay. S. cerevisiae FUS-expressing, growth rescue, OD600, 24 h. Potency, µM (series often up to 76.6 µM), for the others: top-dose growth rescue (activation), actives largely listed as activators. hit rate 0.24% among 390,000;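 also: potency is read from the fitted curve at half-maximal effect; plate controls were DMSO vehicle for no effect and reference control for full effect; nearly all actives have a fitted effect of over 55% in size; some results filed as inactive show a strong effect at the top dose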
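Steps: raffinose overnight preculture; dilution to OD 0.005 in 2% galactose minimal medium; compound addition (concentration series); 24hr at 30C, 99% humidity; absorbance read at 600 nm.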
Mm-Cpn inhibitor – Inhibitors of TCP-1 ring complex (TRiC) of Methanococcus maripaludis (MmCpn): qHTS. hit rate 0.031% among 330,000. Potency, µM (highest dose often 76.9 µM), without a hit: at the highest dose activity, negative = inhibition, actives largely listed as inhibitors. Chaperonin Mm-Cpn (Methanococcus maripaludis). purified Mm-Cpn ATPase, ADP Transcreener TR-FRET; also: potency is read from the fitted curve at half-maximal effect; % is scaled to controls: 0 for no effect and ±100 for the full control effect; nearly all actives have a fitted effect of over 80% in size
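Measured: ADP formation by purified Mm-CPN. Conditions: 25 nM protein, 10 uM ATP, Tris pH 7.4 with Mg2+, K+ and DTT, 37°C for 30 min. Detection: Transcreener HTRF after 30 min at room temperature.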
aSyn yeast inh – qHTS of alpha-syn Inhibitors. Yeast expressing alpha-synuclein, growth rescue, BacTiter-Glo, 24 h. Potency, µM (top dose mostly 46.1 µM), inactives show at the top dose growth rescue (activation), most hits filed as activators. hit rate 0.14% among 370,000. AID 652106, 2013; also: potency is read from the fitted curve at half-maximal effect; % of control where 0% means no effect; nearly all actives have a fitted effect of over 65% in size
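Rescue of yeast growth: cells expressing toxic alpha-synuclein, induced in galactose at OD600 0.02, incubated with compound 24 h at 30 C. ATP luminescence quantified growth; inhibitors of toxicity appear as activators.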
TDP-43 yeast inh – qHTS of TDP-43 Inhibitors; Potency, µM (top dose mostly 46.1 µM), for the others: at the highest dose growth rescue (activation), usual class: activators; TDP-43 expressing yeast growth rescue, BacTiter-Glo, 24 h; hit rate 1.8% among 410,000; also: potency is read from the fitted curve at half-maximal effect; % of control where 0% means no effect; nearly all actives have a fitted effect of over 50% in size
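Readout is BacTiter-Glo luminescence of cell growth, so inhibitors register as activators. TDP-43-expressing yeast at OD600=0.02 in galactose medium, after raffinose pregrowth to mid-log, were incubated with compound for 24 hr at 30 deg C.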
Active calls of the source: *; i = inactive; ? = inconclusive; · = no result given; [ ] = another dose, or the depositor's remark. Unless noted, calls follow the shape of the dose curve; as a rule, active = well fitted curve in the direction sought with a large enough effect; inconclusive = small, poorly fitted or top-dose-only effect, or another doubt; inactive = no such curve, though single readings can be large; an effect the other way counts as inactive or inconclusive. Only part of the results is shown; rates above refer to the full screens.

No.	SMILES	Abeta rescue	PTHR1 ag	GLP1R inv ag	HEK293 tox	Akt phos inh	FUS yeast rescue	Mm-Cpn inhibitor	aSyn yeast inh	TDP-43 yeast inh
1	Fc1ccccc1CCNc1c2c(nc3ncnn13)CCCC2	-6%	-19%	2%	-2%	i	6%	2%	-9%	-15%[1.82 µM]
2	CCOC(=O)c1c(NC(=O)/C=C/c2ccc(C(C)C)cc2)sc2c1CCC2	-9%	-3%	-3%	8%	·	-3%	·	·	-2%
3	Cc1cc(C)c(S(=O)(=O)N2CCN(S(=O)(=O)N3CCCCCC3)CC2)c(C)c1	9%	i	11%	5%	i	-3%	4%	9%	-16%
4	Cc1ccc2cc(CN(CCCN(C)C)C(=S)NCc3ccccc3)c(=O)[nH]c2c1C	8%	-54%[inhibitor]	-10%	6%	i	0%	2%	0%	-5%
5	O=C(c1cccc(NS(=O)(=O)c2ccccc2)c1)N1CCN(c2ccccc2)CC1	6%	-11%	?	1%	i	33%	-1%	0%	-13%
6	CCOC(=O)C(CCc1nnc(N)s1)C(=O)OCC	13%	-15%[57.5 µM]	1%	-4%	i	-8%	-5%	-1%	-19%
7	O=C(CSc1ncnc2ccccc12)Nc1cccc(S(=O)(=O)N2CCCC2)c1	3%	-55%[inhibitor]	?	-13%	i	10%	-12%	2%	-7%
8	C=C(C)Cn1c(-c2ccncc2)n[nH]c1=S	-21%	?	10%	15%	i	2%	-3%	5%	-8%

Three entries from above, sorted by the value under GLP1R inv ag, highest first.
# | mol | PTHR1 ag | GLP1R inv ag | Akt phos inh | FUS yeast rescue | Mm-Cpn inhibitor
8 | C=C(C)Cn1c(-c2ccncc2)n[nH]c1=S | ? | 10% | i | 2% | -3%
2 | CCOC(=O)c1c(NC(=O)/C=C/c2ccc(C(C)C)cc2)sc2c1CCC2 | -3% | -3% | · | -3% | ·
4 | Cc1ccc2cc(CN(CCCN(C)C)C(=S)NCc3ccccc3)c(=O)[nH]c2c1C | -54%[inhibitor] | -10% | i | 0% | 2%

Next part.
No.	SMILES	Abeta rescue	PTHR1 ag	GLP1R inv ag	HEK293 tox	Akt phos inh	FUS yeast rescue	Mm-Cpn inhibitor	aSyn yeast inh	TDP-43 yeast inh
9	CCC12CN3CCN(CC(C3)/C1=N\NC(=O)Nc1ccccc1)C2	-1%	i	-20%	0%	i	2%	-24%	0%	9%
10	CCN(CC(=O)N1CCCCCC1)S(=O)(=O)c1ccc(C)cc1	4%	i	11%	3%	i	-9%	-1%	-2%	-9%
11	CN1CCN(/N=C/c2c3ccccc3c(Cl)c3ccccc23)CC1	-37%[inhibitor]	i	6%[0.307 µM]	4%[0.307 µM]	i	24%	-4%	-1%	20%
12	COc1ccc(N=C2S/C(=C\c3ccc(C)o3)C(=O)N2CC(C)C)cc1	4%	-3%[57.5 µM]	-23%	-8%	i	15%	-6%	16%	-1%
13	Cc1cnc(C(=O)OCc2nc3ccccc3o2)cn1	-5%	?	6%	26%	i	-1%	0%	-4%	21%
14	CC(C)(C)NS(=O)(=O)c1ccc2nc(NC(=O)c3cccnc3)sc2c1	-5%	-12%	10%	-10%	·	-17%	·	·	26%[9.22 µM]
15	Nc1cc(=O)n(Cc2ccco2)c(=S)[nH]1	-12%	i	2%	-3%	i	-14%	·	-2%	11%
16	Cc1ccc(C)c(S(=O)(=O)N2CCCOC2CNC(=O)C(=O)NCc2ccccc2)c1 (stereo unspecified)	12%	-18%	-19%	-15%	i	17%	?	3%	-13%
17	O=C(Nc1ccc(N2CCCC2)cc1)c1ccccc1F	-3%	-16%[57.5 µM]	0%	-9%	-85%*	44%	-3%	18%	-13%
18	NNC(=O)CC1=NNC(=O)C1	8%	i	23%	3%	i	·	·	-7%	-5%
19	CC(C)N1C(=O)NC2NC(=O)N(C(C)C)C21 (stereo unspecified)	-16%	i	24%	4%	i	-22%	·	-5%	15%
20	NC(=O)c1nsc(C(=O)N(c2cccc(F)c2)C(C(=O)NCC2CCCO2)c2ccc3ncccc3c2)c1N (stereo unspecified)	-16%	-2%	29%	2%	i	?	-1%	-3%	-24%
21	COc1ccc(S(=O)(=O)N2CCN(C)CC2c2ccccc2)cc1 (stereo unspecified)	-8%	-1%	-6%	-14%	i	-22%	-6%	-9%	-3%
22	Cc1cccc(NC(=O)CCC2CCN(C(=O)C3CC=CCC3)CC2)c1 (stereo unspecified)	16%	-45%	?	7%	i	15%	3%	0%	22%
23	N#CN=C1SCCS1	-2%	-12%	1%	-2%	i	-20%	-1%	-17%	-7%
24	CCN(c1ccccc1)S(=O)(=O)c1ccc(Cl)c(NC(=O)CN(C)Cc2cccc(F)c2)c1	-25%	-18%	5µM*	5%	i	·	·	-4%	11%
25	Cc1ccc(NC(=O)CSc2nnc(-c3ccncc3)n2C)cc1C	18%	i	-2%	-7%	i	-2%	-1%	21%	22%
26	O=C(C1CC1)N1CCc2sccc2C1c1ccc(Cl)cc1 (stereo unspecified)	-14%	-19%	?	8%	i	14%	0%	0%	6%
27	O=C(O)c1ccc(CNC(=O)C23CC4CC(CC(C4)C2)C3)cc1	-19%	-5%	6%	0%	i	-2%	2%	-3%	15%
28	COc1ccccc1NC(=O)Cn1nnc(C(=O)NCCc2ccccc2)c1N	-9%	-20%	1%	12%	i	30%	3%	-5%	-15%
29	O=C(Nc1nnc(-c2ccc(Cl)cc2)o1)c1ccc(N2C(=O)CCC2=O)cc1	6%	i	9%	13%	i	-17%	1%	0%	16%
30	O=C(NC1CCCC1)C1C2C=CC(C2)C1C(=O)N1CCOCC1 (stereo unspecified)	23%	i	0%	8%	i	-1%	-1%	-1%	9%
31	COc1cccc(CCNC(=O)c2ccc(OC)c(OC3CCN(C(C)C)CC3)c2)c1	9%	i	?	-8%	i	-9%	-1%	8%	8%
32	O=C(N=C1N=C2C=CC=CN2Cc2ccccc21)c1ccc(S(=O)(=O)N2CCCC2)cc1	0%	-13%	2%	-4%	i	3%	1%	1%	-5%
33	CCN(CC)c1ccc(C(=O)OCC(=O)Nc2cccc(S(=O)(=O)NC3=NCCCCC3)c2)cc1	28%	i	?	-28%	i	·	-10%	5%	6%
34	O=C(NNC(=O)c1c(F)cccc1F)c1ccccc1OC(F)(F)F	15%	i	-2%	-1%	i	-19%	0%	-1%	19%
35	O=C1CN(C(=O)CNCc2ccccc2)c2ccccc2N1	-24%	-14%	0%	-1%	i	19%	-3%	-7%	-28%
36	CCOC(=O)C1=C(C)NC(SCC(N)=O)=C(C#N)C1c1ccccc1 (stereo unspecified)	10%	-1%[57.5 µM]	0%	9%	i	11%	1%	0%	-3%
37	O=C(CSc1nnc(-c2cccnc2)s1)Nc1ccc(C(=O)O)cc1	4%	28%	9%	19%	i	14%	-3%	0%	-6%
38	CSCC[C@@H](CO)NC(=O)[C@H]1O[C@@H](n2ccc(=O)[nH]c2=O)[C@H](O)[C@@H]1O	-18%	-10%	5%	-15%	i	-23%	·	-8%	6%
39	Cc1c(Cl)cccc1-n1ncc(C(=O)N2CCOCC2)c1C1CCN(C(=O)OC(C)(C)C)CC1	0%	i	-10%	-1%	·	2%	·	·	6%
40	CCOC(=O)CN1C(=O)N[C@@H](c2ccc(Br)cc2)C(C(=O)OC)=C1C	-4%	-30%	-6%	-5%	i	5%	2%	4%	9%
41	CC1(C)CC[C@]2(C(=O)O)CC[C@]3(CO)C(=CCC4[C@@]5(C)C[C@H](O)[C@H](O)[C@@](C)(C(=O)O)C5CC[C@]43C)[C@@H]2C1 (stereo partly specified)	4%	21%	-11%	6%	i	?	2%	-2%	13%
42	O=C(/C=C/c1cccc([N+](=O)[O-])c1)c1ccco1	-72%[inhibitor]	i	4%	4%	i	-19%	-1%	12%	6.3µM*
43	Cc1ccc(C2(C)NC(=O)N(CC(=O)Nc3ccc4c(c3)OCO4)C2=O)cc1 (stereo unspecified)	12%	i	-11%	-15%	i	-2%	-6%	5%	9%
44	CC(=O)OC[C@@H]1CN(Cc2ccccc2)C[C@H](n2cnc3c(NCc4ccc(F)cc4)ncnc32)O1	7%	3%	-18%	5%	·	41%	·	6%	7%
45	COc1ccc(OCc2cc(C(=O)N3CCCCCC3)no2)c(Cl)c1	-18%	-5%	?	1%	i	·	1%	0%	21%
46	Cc1ccc(CN(c2ccc(C(=O)Nc3ccc4c(c3)OCO4)cc2)S(C)(=O)=O)cc1	7%	-30%	0%	4%	i	41%	-4%	-5%	-8%
47	COc1ccc(OCC(=O)Nc2ccccc2Cl)cc1	-15%	i	13%	-10%	i	-5%	1%	-3%	9%
48	Cc1nc(Oc2ccccc2)c2ccccc2n1	-9%	-25%	6%	-13%	i	1%	-7%	5%	?
49	COC(C(=O)N1CCC(CCC(=O)Nc2ccccc2)CC1)c1ccccc1 (stereo unspecified)	-4%	-4%	-2%	20%	i	·	1%	1%	2%
50	Cc1oc(-c2ccc(Cl)cc2)nc1CS(=O)CC(=O)NC1CC1 (stereo unspecified)	-20%	-8%	-13%	-19%	·	2%	-1%	7%	8%
51	COc1cc(/C=N/NC(=O)C[n+]2ccccc2)cc(OC)c1OC(C)=O	12%	i	1%	8%	i	-23%	-1%	1%	1%
